High-throughput results: PubChem, several laboratories
Rev-erbA mod: modulators of human Rev-erb alpha DNA binding | P20393 | Rev-erbα–FITC-DNA binding, fluorescence polarization, 90 min | activity, % at 10 µM | actives 0.79% (n = 370,000) | AID 1259318;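 active means activity above about 14%, limit read from the data; passing the limit was not always enough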;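 further: 0% = DMSO wells with 35 nM protein and 100% = DMSO wells with 750 nM protein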
LEDGF integ inh: blocks HIV-1 LEDGF/p75-dependent DNA integration. AID 743269. inhibition, % at 3.7 µM. actives 0.64% (n = 370,000). TR-FRET IN-LEDGF/p75 DNA integration, Eu/Cy5;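 active means inhibition above the screen-wide mean plus 3 SD, cut at about 13% in these data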;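 further: signal is the Cy5 over europium emission ratio at 671 and 618 nm; 0% = plate median of compound wells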
rCAG RNA binder: r(CAG) repeat RNA binding; TO-PRO-1 dye displacement fluorescence; inhibition, % at 3 µM; actives 1.3% (n = 370,000); AID 651821;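 active means inhibition above the plate cutoff, the mean of all test compounds on that plate plus 3 SD, cut at about 35% in these data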;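 further: 0% = DMSO alone and 100% = 100 µM mitoxantrone as full dye displacement; higher means more dye released from RNA so lower well fluorescence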
PRMT1 FP inh: PRMT1 (human) inhibition, primary screen; Q99873; recombinant PRMT1, activity-based probe fluorescence polarization; inhibition, % at 2.79 µM; actives 1.3% (n = 370,000); AID 652257;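 active means inhibition above about 21% made by adding two undisclosed values, limit read from the data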
HTRA1 inhibitor: blocks human HTRA1 serine peptidase; recombinant HTRA1, FP-rhodamine activity-based probe, fluorescence polarization; actives 0.5% (n = 340,000); AID 504803; inhibition, % at 5.96 µM; Q92743; in the data active means inhibition above about 36%;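 further: 0% = enzyme with DMSO and 100% = wells lacking enzyme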
MBD2 DNA inh: MBD2-methylated oligo binding inhibition | Q9UBB5 | TR-FRET, MBD2 binding to methylated oligonucleotide | inhibition, % at 4.4 µM | actives 0.31% (n = 370,000); in the data active means inhibition above about 13%
PG9 Ab binder: PG9 antibody binding by small molecule | TR-FRET gp120-PG9 antibody binding | inhibition, % at 6.7 µM | actives 0.43% (n = 360,000) | AID 624416; in the data active means inhibition above about 8.5%
TCR CD3 inh: human TCR-CD3 binding inhibition; TAMRA-labeled TCR probe fluorescence, biochemical; inhibition, % at 9.4 µM; actives 0.37% (n = 360,000); in the data active means inhibition above about 19%;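 further: recombinant mutant TCR 2C K166C tagged with TAMRA read by polarization; 0% = receptor in buffer alone and 100% = receptor with positive control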
UHRF1 binding: UHRF1 methyl-DNA binding inhibition; actives 0.75% (n = 370,000); inhibition, % at 4.4 µM; UHRF1 binding to methylated oligo, TR-FRET; in the data active means inhibition above about 21%;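 further: UHRF1 SRA domain binding a hemimethylated CpG hairpin DNA probe; 0% = median of test compound wells and 100% = reference inhibitor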
Target sequence (Q96T88 whole entry, looked up, the tested form may be a part): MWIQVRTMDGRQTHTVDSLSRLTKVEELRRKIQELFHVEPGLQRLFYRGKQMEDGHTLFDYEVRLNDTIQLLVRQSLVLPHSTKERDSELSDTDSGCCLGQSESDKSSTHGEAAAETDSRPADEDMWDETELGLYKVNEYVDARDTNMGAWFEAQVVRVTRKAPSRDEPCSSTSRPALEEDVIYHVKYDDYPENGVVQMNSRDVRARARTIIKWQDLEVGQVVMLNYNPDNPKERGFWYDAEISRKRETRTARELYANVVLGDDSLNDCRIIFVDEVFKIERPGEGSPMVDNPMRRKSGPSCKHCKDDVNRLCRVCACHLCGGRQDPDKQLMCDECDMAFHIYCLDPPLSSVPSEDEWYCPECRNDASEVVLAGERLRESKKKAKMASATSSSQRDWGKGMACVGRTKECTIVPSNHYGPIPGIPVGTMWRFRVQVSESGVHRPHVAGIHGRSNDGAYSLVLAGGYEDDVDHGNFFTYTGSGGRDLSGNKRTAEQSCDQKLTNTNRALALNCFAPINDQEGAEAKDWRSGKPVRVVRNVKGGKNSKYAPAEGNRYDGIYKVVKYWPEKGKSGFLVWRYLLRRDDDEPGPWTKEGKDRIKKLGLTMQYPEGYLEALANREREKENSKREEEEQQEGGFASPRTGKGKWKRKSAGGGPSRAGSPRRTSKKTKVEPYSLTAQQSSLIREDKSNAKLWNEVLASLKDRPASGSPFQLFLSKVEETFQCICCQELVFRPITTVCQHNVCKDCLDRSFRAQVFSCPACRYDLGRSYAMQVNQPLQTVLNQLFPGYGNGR
ABHD4 inh: ABHD4 (mouse) inhibition, primary FP screen; purified mABHD4, FP-Rh probe fluorescence polarization; actives 0.54% (n = 370,000); inhibition, % at 8.92 µM;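 active means inhibition exceeding the mean over every tested compound plus 3 SD, cut at about 30% in these data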;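 further: 0% = plate median of compound wells and 100% = S159A mutant with DMSO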
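Doses – 8.92 µM, single dose · Material – wild-type mouse ABHD4 protein · Replication – single well per compound (singlicate) · Measure – percent inhibition of probe binding, normalized to plate controls · Schedule – 45 min compound pre-incubation plus 60 min probe step, 25 °C · Detection – fluorescence polarization with parallel and perpendicular emission, 525/598 nm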
* = called active by the depositor; . = not tested or not shown. Some of the compounds tested (hit frequency here may not be typical).

The line under a structure holds: Rev-erbA mod, LEDGF integ inh, rCAG RNA binder, PRMT1 FP inh, HTRA1 inhibitor, MBD2 DNA inh, PG9 Ab binder, TCR CD3 inh, UHRF1 binding, ABHD4 inh
> CCC(Oc1ccccc1OC)C(=O)Nc1ccc2c(c1)OCO2 (stereo not drawn)
→ 2, -4, -1, 2, 7, -3, -2.4, 1, -1, 1
> O=C(CC1C(=O)NCCN1Cc1cccc(F)c1F)NC1CCCCCC1 (stereo not drawn)
→ 1, -9, -2, 3, 2, 1, -1.5, 3, 2, 3
> COC(=O)[C@H]1C[C@@H]1[C@H](NC(=O)c1ccccc1)c1ccccc1
→ -3, -1, 1, -3, -7, -2, 1.3, 2, 1, 10
> CC(C)(C)OC(=O)n1cc(C(=O)c2ccccc2O)cn1
→ -3, 2, -2, -1, 0, 4, 0.4, 2, -1, -5
> CCOC(=O)c1c(S(=O)(=O)NCC(=O)N2CCN(c3ccccc3)CC2)c(C)n(C)c1C
→ -4, 3, -4, -3, 0, -8, -3.1, 3, -4, 5
> CCOC(=O)N1CCC(NC(=O)CN2C(=O)COc3ccc(C(C)(C)C)cc32)CC1
→ -1, -1, -9, 1, -1, -5, -2.4, 2, -1, 3
> COc1ccc(C2NC(=O)c3sc4nc(C)c(C(C)=O)c(-c5ccc(Cl)cc5)c4c3N2)cc1 (stereo not drawn)
→ 3, 0, 2, 0, -6, -4, 9.3*, 11, -4, 1
> O=C(Cc1c(Cl)cccc1Cl)Nc1ccncc1
→ 2, -5, -3, 2, -4, 1, -1.1, -4, 2, 6
> O=C1CN(C(=O)COC(=O)c2c(F)cccc2Cl)c2ccccc2N1
→ -3, -9, 0, 4, 1, -1, 0.9, 0, 2, -7
> NC(=O)c1ccccc1NC(=O)COC(=O)CSCc1cccc(Cl)c1
→ 3, -2, 2, -2, -5, -3, 1.3, 4, -1, 1
> COCCNC(=S)N/N=C(\C)c1ccc(-n2ccnc2)cc1
→ 0, 1, 2, 3, 1, 1, -1.7, -3, 4, 2
> Clc1ccccc1Nc1nc(-c2ccncc2)nc2ccccc12
→ 1, 7, 5, -9, -31, 1, 0.5, 5, -2, -12
> Cn1c(SCc2nc3ccccc3n2CCO)nc2ccccc21
→ 0, 2, -3, 3, 2, 0, 0.0, -1, -2, 6
> Cc1ccc2nc(C)cc(SCC(=O)N/N=C/c3ccco3)c2c1
→ -1, -6, 5, 52*, -13, -2, -0.8, 19*, 2, 9
> COCCn1c(C)cc(C(=O)COc2ncnc3ccc(Br)cc23)c1C
→ 6, 1, -3, 1, -8, -2, -1.0, 5, 1, -2
> CC1CCCCC12NC(=O)N(CC(=O)Nc1cccnc1)C2=O (stereo not drawn)
→ -5, -3, 3, 1, 8, 6, -0.9, 2, 0, 10
> COc1ccc(S(=O)(=O)NC(=O)C2(C)CCN2C(=O)C(C)(C)c2ccccc2)cc1 (stereo not drawn)
→ 1, -3, 11, 2, ., -3, -0.7, 2, -1, 3
> Cc1nnc(SCCC(=O)Nc2ccccc2Cl)o1
→ -6, 0, -2, 4, 12, 0, -0.6, 5, 0, 2
> NC(=O)CC(NC(=O)Cc1ccc(Br)cc1)c1ccc(NCCc2ccc(Cl)cc2)c([N+](=O)[O-])c1 (stereo not drawn)
→ 1, 1, 3, -2, 1, 3, 1.1, 1, 0, -5
> CCn1nc(C)c(C2C(C#N)=C(N)Oc3n[nH]c(C)c32)c1C (stereo not drawn)
→ -1, -2, -1, -2, 6, -5, 0.5, 6, -11, 4

Continued.
The line under a structure holds: Rev-erbA mod, LEDGF integ inh, rCAG RNA binder, PRMT1 FP inh, HTRA1 inhibitor, MBD2 DNA inh, PG9 Ab binder, TCR CD3 inh, UHRF1 binding, ABHD4 inh
> FC(F)(F)c1cccc(N2CCN(CC3CC=CCC3)CC2)c1 (stereo not drawn)
→ 6, -8, -4, 5, -9, 2, 0.7, 3, -2, -8
> COC(=O)C(NNc1ccccc1)(NC(=O)c1ccc(F)cc1)C(F)(F)F (stereo not drawn)
→ 3, -2, -1, 12, -4, -3, -0.5, 6, 0, 0
> CCN(CC)CCn1c2ccccc2c2nc(C)sc21
→ -4, -5, 6, 1, 4, -3, 4.2, 9, 6, 0
> COc1ccc(-c2ccnc(SCC(=O)c3ccc(Cl)cc3)n2)cc1
→ -1, 0, 7, 3, -37, -4, 0.6, 1, 3, -1
> O=C(NCc1ccc(Cl)cc1)c1cnccn1
→ -3, -2, 2, -3, -3, -3, -0.8, 11, -1, 1
> CCOC(=O)CNC(=S)N(Cc1ccccc1)Cc1cccnc1
→ -2, 2, -5, -2, 1, -4, -0.6, 7, -1, 4
> CC(C)=CCC/C(C)=C/CNC(=O)CC1C[C@H](C(=O)N(C(C)C)C(C)C)[C@@]2(C)c3[nH]c4ccccc4c3CCN2C1=O (stereo partly drawn)
→ 7, -4, 1, 1, 7, 0, -1.0, 5, 0, 0
> Cc1ccc(C(=O)O)cc1NCc1ccncc1
→ -1, -4, -6, 4, 6, 3, -0.1, -7, 2, 5
> O=C(NNc1ccc(F)cc1F)C1CCC1
→ 9, 0, -2, -5, 1, 0, -3.2, -1, 2, 4
> COC(=O)c1ccccc1NC(=O)NC1CCN(Cc2ccccc2)CC1
→ 1, -3, -5, 0, -2, 1, 0.1, -6, 9, -3
> CCCCNC1CCS(=O)(=O)C1 (stereo not drawn)
→ -6, -1, -3, -5, -4, -2, 0.0, 0, 0, 7
> CN(c1ccccc1)S(=O)(=O)c1ccc2c(c1)oc(=O)n2C
→ 3, -10, 3, 2, -4, 5, 0.0, 0, 7, 4
> CCOC(=O)c1cccc(NC(=O)c2cccs2)c1
→ 0, -1, 0, 0, -14, -1, 0.0, 4, -1, 4
> O=C(N/N=C/c1ccco1)C1CC1c1ccccc1 (stereo not drawn)
→ -7, 2, 9, -3, 3, 2, -4.0, 4, -2, 0
> CCOc1ccc(CCNC(=O)c2cc(=O)[nH]c3ccc(S(=O)(=O)N(CC)CC)cc23)cc1OCC
→ 3, 3, -2, 2, 3, 4, 3.3, -12, 6, -8
> Cc1ccc(NC(=O)COC(=O)c2ccco2)cc1C
→ 6, -2, -2, 1, 0, 5, -0.3, -11, 4, -7
> COC(=O)c1ccc(C2/C(=C(\O)c3ccc(OC)c(C)c3)C(=O)C(=O)N2c2cc(C)on2)cc1 (stereo not drawn)
→ -6, -1, 30, 0, -5, -1, 8.7*, 6, -1, 6
> COc1cc(CNc2ccc3[nH]c(=O)[nH]c3c2)ccc1OCc1ccccc1C
→ -2, 0, 5, 11, 4, 5, -2.9, -11, 1, 17
> CCN(CC)CCOc1c(C)cccc1Cl
→ -4, -4, -1, 2, 3, 4, -0.6, 1, 8, 14
> Cn1cc(CCC(=O)NCc2cccc(Cl)c2)c2ccccc21
→ -4, 0, -5, -2, -3, -4, 1.3, -5, -2, -3

Following part.
The line under a structure holds: Rev-erbA mod, LEDGF integ inh, rCAG RNA binder, PRMT1 FP inh, HTRA1 inhibitor, MBD2 DNA inh, PG9 Ab binder, TCR CD3 inh, UHRF1 binding, ABHD4 inh
> COc1ccc2c(c1)c1ncn(CCCN3CCOCC3)c(=O)c1n2C
→ -6, -3, 0, -3, 1, -1, 2.1, 5, 5, 1
> NS(=O)(=O)c1ccc(N/N=C/c2ccncc2)cc1
→ 0, 2, -4, 1, 4, -1, -4.3, 5, -6, 0
> CCOc1ccc(NC(=O)CC2NCCNC2=O)cc1 (stereo not drawn)
→ -5, -2, 2, -1, -3, 4, 1.0, -4, 2, 5
> CCN(CC)C(=O)C1=C(C)N(CCC2=CCCCC2)C(=O)C(CC(=O)NCc2cccc3ccccc23)C1 (stereo not drawn)
→ -2, -3, 1, -1, -11, -4, -1.4, 8, -1, 6
> CC(C)C[C@H](NC(=O)OCC1c2ccccc2-c2ccccc21)C(=O)O
→ 6, -2, 26, -3, 5, 2, -3.4, 1, -2, -5
> COc1ccc(NC2CC(=O)N(CCc3ccccc3)C2=O)cc1 (stereo not drawn)
→ 6, -3, 1, -1, 3, 5, -3.6, 2, -2, 3
> c1ccc(OCCNc2ccn3nc(-c4ccc(OCCN5CCOCC5)cc4)cc3n2)cc1
→ -1, 0, 5, 1, ., -1, 0.1, -4, 1, -10
> COc1ccccc1/C=C1\SC(=S)N(CCC(=O)NCCCn2ccnc2)C1=O
→ 0, -2, 2, 8, -5, -1, -2.4, 3, -3, -11
> O=C(O)Cc1ccc(NC(=O)C2CCCCC2C(=O)O)cc1 (stereo not drawn)
→ ., 1, -3, 5, -5, -7, -0.6, 2, -5, 7
> Cn1cc(Br)cc2nc(C(F)(F)F)nc1-2
→ -3, 1, 0, 0, 1, 0, -0.6, 8, 0, 3
> CCC1CCc2c(sc(NC(C)=O)c2C#N)C1 (stereo not drawn)
→ 6, 0, 1, 5, 0, 3, 1.9, -1, 1, 1
> COc1ccccc1CNC(=O)C1CCCN(S(=O)(=O)c2cccs2)C1 (stereo not drawn)
→ 0, 1, 0, 4, 4, 3, 1.4, 3, -1, 3
> CC(=O)N1N=C(c2ccc(C)o2)CC1c1cccc(F)c1 (stereo not drawn)
→ 10, -3, -2, 3, 2, 4, -2.2, 1, -3, 0
> S=C(NCCc1ccccn1)Nc1ccc(Cl)cc1
→ 0, 0, 0, 1, -6, -3, -1.4, 0, 4, -2
> Cc1ccc(S(=O)(=O)NCC(=O)OCc2csc(CC(=O)Nc3ccccc3C)n2)cc1C
→ -5, 4, -1, -1, -2, 0, -1.6, -2, -2, 6
> Cc1ccccc1OCC(O)Cn1c(N2CCCCC2)nc2c1c(=O)[nH]c(=O)n2C (stereo not drawn)
→ 3, 0, -5, -3, 3, 3, 0.5, 8, 12, 0
> CCc1ccc(NC2=CC(=O)CC(C)(C)C2)cc1
→ 3, 4, -3, -3, 2, 4, -3.8, 3, -1, -4
> Cc1ccc(CSc2nc3nc(C)cc(C)c3c(=O)[nH]2)cc1
→ 8, -2, 4, -1, -12, 0, -0.2, 6, -4, -3
> COc1ccccc1NC(=O)Nc1nc(C(N)Cc2ccc(C(F)(F)F)cc2)cs1 (stereo not drawn)
→ 3, 6, 2, -9, ., -3, 1.9, -9, 1, -4

Part of the list above, reduced to TCR CD3 inh:
Molecule,TCR CD3 inh
COc1ccc(-c2ccnc(SCC(=O)c3ccc(Cl)cc3)n2)cc1,1
O=C(NCc1ccc(Cl)cc1)c1cnccn1,11
CCOC(=O)CNC(=S)N(Cc1ccccc1)Cc1cccnc1,7
